# Assay outcomes deposited in PubChem by National Center for Advancing Translational Sciences (NCATS).
# D2 antagonist: HTS Assay for Allosteric Antagonists of the Human D2 Dopamine Receptor: Primary Screen for Antagonists | D(2) dopamine receptor (Homo sapiens), P14416 | HEK293 TREx D2 cells, calcium flux, dopamine EC80 | inhibition, % at 10 µM | 340,000 compounds, 2% hits; in the data active = inhibition above about 30%; note: 0% is about no effect
#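 Overnight-induced (tetracycline, 30 C) HEK293 T-REx cells carrying force-coupled D2 receive a no-wash calcium dye, then compound, then EC80 dopamine at 180 s; signals are read kinetically throughout.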
# rTrxR1 inhibitor: qHTS Assay for Inhibitors of Mammalian Selenoprotein Thioredoxin Reductase 1 (TrxR1): qHTS. recombinant rTrxR1, NADPH fluorescence consumption, selenite substrate. AID 588453, 2011. Potency, µM (titrated, usually from 114 µM), for inactives: at the highest dose activity change, negative = inhibition, actives largely listed as inhibitors. 390,000 compounds, 1% hits. Thioredoxin reductase 1, cytoplasmic (Rattus norvegicus), O89049; note: potency is the fitted concentration of half-maximal effect; % is set by controls: 0 for no effect and ±100 for the full control effect; nearly all actives have a fitted effect of over 65% in size
#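 Rat TrxR1 (90 nM in the dispensed reagent) was pre-reduced with 400 uM NADPH for 5 min at room temperature, then incubated with compound for 15 min. After 400 uM selenite was added, NADPH fluorescence (Ex 340/Em 450 nm) was followed for 8 min.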
# mIDH1 inhibitor: qHTS for Inhibitors of mutant isocitrate dehydrogenase 1 (IDH1): qHTS; Isocitrate dehydrogenase [NADP] cytoplasmic (Homo sapiens), O75874; AID 602179, 2012; Potency, µM (highest dose often 76.6 µM), for the others: at the top dose activity change, negative = inhibition, actives largely listed as inhibitors; IDH1-R132H enzyme, NADPH consumption, diaphorase/resazurin fluorescence; 390,000 compounds, 0.093% hits; note: potency is the fitted concentration of half-maximal effect; % is set by controls: 0 for no effect and ±100 for the full control effect; nearly all actives have a fitted effect of over 65% in size
#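 IDH1-R132H (0.5 ug/mL) preincubated 30 min with compound, then NADPH (0.016 mM) and alpha-KG (2 mM) added; 80 min at RT, pH 7.5. Remaining NADPH coupled via diaphorase/resazurin to fluorescence (540/590 nm); concentration-response curves normalized to no-enzyme control.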
# TRHR enhancer: qHTS for Small Molecule Agonists and Allosteric Enhancers of Human TRH Receptor: Primary Screen for Enhancers. TRHR cells, fluo-8 calcium fluorescence, EC20 TRH enhancement. 360,000 compounds, 0.66% hits. enhancement, % at 2 µM. Thyrotropin-releasing hormone receptor (Homo sapiens), P34981; in the data active = enhancement above about 30%; note: 0% is about no effect
#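 TRHR-expressing cells loaded with fluo-8 calcium dye were read kinetically (ex 480/em 530) during compound addition, then stimulated with an EC20 of TRH (10 nM final). Enhancement of the Gq-mediated intracellular calcium response was scored.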
# Pin1 inhibitor: qHTS Assay to Find Inhibitors of Pin1; Peptidyl-prolyl cis-trans isomerase NIMA-interacting 1 (Homo sapiens), Q13526; Pin1 FP peptide displacement, HiFluor488, 10 min; Potency, µM (series often up to 115 µM), inactives show top-dose activity, negative = inhibition, actives largely listed as inhibitors; 390,000 compounds, 0.009% hits; active = well fitted inhibition curve with a large enough effect in the polarisation, with a control signal flat, not every such curve was filed as active; inconclusive = small, poorly fitted or top-dose-only effect, or effect the other way, or a change in a side signal; inactive = no such curve, though single readings can be large or run the other way; the % refers to the polarisation; note: potency is the fitted concentration of half-maximal effect; % is set by controls: 0 for no effect and ±100 for the full control effect
# Target sequence (Q13526 whole entry, looked up): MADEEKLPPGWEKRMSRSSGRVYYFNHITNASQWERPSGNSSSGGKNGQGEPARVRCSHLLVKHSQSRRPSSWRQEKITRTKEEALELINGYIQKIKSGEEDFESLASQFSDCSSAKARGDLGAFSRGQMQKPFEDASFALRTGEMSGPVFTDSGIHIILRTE
# USP1 inh: Inhibitors of USP1/UAF1: Primary Screen; Ubiquitin carboxyl-terminal hydrolase 1 (Homo sapiens), O94782; recombinant USP1/UAF1, Ub-Rhodamine cleavage fluorescence; Potency, µM (highest dose often 57.1 µM), for the others: at the top dose activity change, negative = inhibition, actives largely listed as inhibitors; 390,000 compounds, 0.23% hits; AID 743255, 2014; note: potency is the fitted concentration of half-maximal effect; % is set by controls: 0 for no effect and ±100 for the full control effect; nearly all actives have a fitted effect of over 60% in size; inactives centre near -12
# Target sequence (O94782 whole entry, looked up): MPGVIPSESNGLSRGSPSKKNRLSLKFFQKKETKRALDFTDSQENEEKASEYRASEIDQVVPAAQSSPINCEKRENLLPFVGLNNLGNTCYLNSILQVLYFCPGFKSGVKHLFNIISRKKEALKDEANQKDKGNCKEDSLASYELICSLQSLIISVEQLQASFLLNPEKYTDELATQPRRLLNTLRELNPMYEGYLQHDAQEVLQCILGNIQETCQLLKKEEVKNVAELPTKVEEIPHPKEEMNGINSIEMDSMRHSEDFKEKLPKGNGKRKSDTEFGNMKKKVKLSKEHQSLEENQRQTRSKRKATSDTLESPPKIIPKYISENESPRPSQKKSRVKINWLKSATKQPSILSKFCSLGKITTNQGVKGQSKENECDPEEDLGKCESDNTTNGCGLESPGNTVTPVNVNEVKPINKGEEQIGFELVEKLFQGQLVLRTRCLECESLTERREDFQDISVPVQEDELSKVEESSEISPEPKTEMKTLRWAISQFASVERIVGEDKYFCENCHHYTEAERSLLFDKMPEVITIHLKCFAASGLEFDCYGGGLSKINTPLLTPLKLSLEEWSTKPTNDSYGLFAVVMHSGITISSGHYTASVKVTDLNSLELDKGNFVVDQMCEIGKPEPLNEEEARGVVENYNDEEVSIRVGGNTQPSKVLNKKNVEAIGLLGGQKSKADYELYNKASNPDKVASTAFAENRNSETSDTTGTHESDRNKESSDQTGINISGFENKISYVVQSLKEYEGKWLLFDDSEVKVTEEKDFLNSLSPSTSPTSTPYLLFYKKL
#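 In this screen, compounds sit with the deubiquitinase complex (1nM) for 15 min at room temperature before Ub-Rho is added at 150nM final. Fluorescence rise is then followed for 6 reads every 60 seconds.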
# TrxR1 substrate: qHTS Assay for Substrates of Mammalian Selenoprotein Thioredoxin Reductase 1 (TrxR1): qHTS; purified TrxR1 substrate turnover, NADPH consumption readout; Potency, µM (titrated, usually from 114 µM), for the others: at the highest dose activity change, negative = substrate turnover; 390,000 compounds, 0.01% hits; note: potency is the fitted concentration of half-maximal effect; % is set by controls: 0 for no effect and ±100 for the full control effect; nearly all actives have a fitted effect of over 50% in size
#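 Rat TrxR1, dispensed at 90 nM, was prereduced with 400 uM NADPH (final) for 5 min at ~22 deg C, then incubated with compound 15 min before 400 uM selenite. A first-read NADPH fluorescence drop versus no-compound background flagged substrates.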
# TRHR agonist: qHTS for Small Molecule Agonists and Allosteric Enhancers of Human TRH Receptor: Primary Screen for Agonists; Thyrotropin-releasing hormone receptor (Homo sapiens), P34981; TRHR cells, calcium flux fluo-8, FDSS agonist mode; activation, % at 2 µM; 360,000 compounds, 0.18% hits; AID 493084, 2011; in the data active = activation above about 30%; note: 0% is about no effect
#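 In this calcium-flux screen, cells bearing human TRHR are dye-loaded with fluo-8, baselined for 10 cycles, then exposed to library compounds; positive kinetic calcium responses during the agonist phase mark hits, with TRH as control.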
# D2 agonist: HTS Assay for Allosteric Agonists of the Human D2 Dopamine Receptor: Primary Screen for Agonists | D(2) dopamine receptor (Homo sapiens), P14416 | HEK293 T-REx D2 cells, calcium flux agonist mode | activation, % at 2 µM | 340,000 compounds, 0.53% hits | AID 485358, 2010;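 active = activation over 3 SD above normal in the single-dose calcium agonist read, cut at about 30% in these data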; note: 0% is about no effect
#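 Agonism scored from kinetic calcium signal (1 read/sec, 180 s) following compound pin transfer, after a 10 s baseline. Cells: HEK293 Trex line expressing inducible D2 receptor coupled to calcium, dye-loaded after overnight culture at 30 C.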
# * = called active by the depositor; ? = inconclusive; · = no result given; [ ] = remark or other dose. Unless noted, calls come from the whole dose curve; as a rule, active = well fitted inhibition curve with a large enough effect; inconclusive = small, poorly fitted or top-dose-only effect; inactive = no such curve, though single readings can be large or run the other way. Not all compounds are listed; the hit share may differ from the screen's.
1: COc1cc(OC)cc(-c2cc3ccc(OC)cc3cn2)c1
2: CCOc1ccc(NC(=O)NCC2CCN(Cc3ccc(F)cc3)CC2)cc1
3: COCC(=O)N1CCC(Oc2ccc(C(=O)NCCCC3CCCC3)cc2)CC1
4: COCc1ccc(C(=O)NC2CCCc3c2cnn3-c2cc(C)cc(C)c2)s1 (stereo not given)
5: O=C(Nc1ccc(O)c(-c2nc3ccccc3o2)c1)c1ccc(-c2cccc(Cl)c2)o1
6: CN1C(=S)SC(N2OC3C(=O)N(c4ccccc4)C(=O)C3C2c2ccccc2)C1(C)C (stereo not given)
7: Cc1noc(C)c1COc1ccccc1C(=O)N(C)CC(=O)Nc1ccc(F)c(F)c1F
8: COc1ccc(-c2nc(NC(=O)C3CC(=O)N(Cc4ccco4)C3)sc2C)cc1 (stereo not given)
entry no.,1,2,3,4,5,6,7,8
TrxR1 substrate,4.5%,3.9%,0.7%,-1.9%,-3.2%,·,9.1%,0.6%
TRHR agonist,-0.5,0.2,-0.4,0.3,0.2,-0.4,0.0,-0.1
rTrxR1 inhibitor,18.2%[57.1 µM],31.9%,?,-1.3%,4.9%,·,17.1%,-3.0%
D2 antagonist,1.3,-16.7,-3.9,-17.6,·,-4.0,-14.9,-3.8
Pin1 inhibitor,2.8%,1.4%,19.3%,-0.6%,11.4%,·,8.2%,-6.7%
D2 agonist,-0.6,0.3,0.1,-0.3,1.8,0.0,-0.3,0.1
mIDH1 inhibitor,26.3%,10.0%,3.0%,0.0%,0.1%,·,-2.4%,0.6%
TRHR enhancer,1.2,0.5,4.3,4.9,-7.4,-5.2,0.8,15.6
USP1 inh,-17.7%,-11.4%,-11.9%,-15.0%,-4.7%,·,-19.8%,-8.1%

# The last 4 compounds of the section above come first, to join the parts.
5: O=C(Nc1ccc(O)c(-c2nc3ccccc3o2)c1)c1ccc(-c2cccc(Cl)c2)o1
6: CN1C(=S)SC(N2OC3C(=O)N(c4ccccc4)C(=O)C3C2c2ccccc2)C1(C)C (stereo not given)
7: Cc1noc(C)c1COc1ccccc1C(=O)N(C)CC(=O)Nc1ccc(F)c(F)c1F
8: COc1ccc(-c2nc(NC(=O)C3CC(=O)N(Cc4ccco4)C3)sc2C)cc1 (stereo not given)
9: COc1ccc(S(=O)(=O)N2CCN(C(=O)C3COc4ccccc4O3)CC2)cc1 (stereo not given)
10: CCC(=O)Nc1nc(C)c(Oc2ccccc2)c(=O)[nH]1
11: CNS(=O)(=O)c1cccc(C(=O)OCC(=O)NC2CCCC2)c1
12: Cc1ccc(C(=O)N2CCCC(C(F)(F)F)C2)cc1S(=O)(=O)N1CCOCC1 (stereo not given)
13: CCS(=O)(=O)N1CCN(C(=O)c2cccc(OC)c2)CC1
14: CCOCC(=O)N1CCC(Cc2ccccc2)CC1
15: CCc1ccc(N2CC(C(=O)OCc3csc(CC(=O)Nc4ccccc4C)n3)CC2=O)cc1 (stereo not given)
16: Cc1cccc(C)c1Nc1c(-c2ccsc2)nc2cccc(C)n12
entry no.,5,6,7,8,9,10,11,12,13,14,15,16
TrxR1 substrate,-3.2%,·,9.1%,0.6%,-3.5%,4.6%[57.1 µM],5.9%,-0.4%,0.5%,-0.2%[57.1 µM],0.1%,30.7%[activator]
TRHR agonist,0.2,-0.4,0.0,-0.1,-0.4,-0.4,0.7,-0.5,2.1,0.1,1.0,-2.3
rTrxR1 inhibitor,4.9%,·,17.1%,-3.0%,50.1µM*,1.2%[57.1 µM],16.7%,2.1%,14.2%,20.0%[57.1 µM],13.9%,25.2%
D2 antagonist,·,-4.0,-14.9,-3.8,6.0,-10.8,-8.8,9.0,·,-11.6,-5.3,·
Pin1 inhibitor,11.4%,·,8.2%,-6.7%,?,-2.5%,-3.8%,3.3%,0.9%,7.7%,2.3%,-1.5%
D2 agonist,1.8,0.0,-0.3,0.1,-0.9,-0.5,0.2,1.2,·,0.5,0.7,-0.3
mIDH1 inhibitor,0.1%,·,-2.4%,0.6%,3.6%,5.8%,-10.4%,0.7%,15.5%,1.9%,7.1%,12.8%
TRHR enhancer,-7.4,-5.2,0.8,15.6,1.5,-10.5,-4.3,-4.2,-3.0,-1.9,4.5,14.8
USP1 inh,-4.7%,·,-19.8%,-8.1%,-9.7%,-0.3%,-14.3%,-14.6%,-15.1%,-5.5%,-9.8%,-10.9%

17: COc1ccc(/C=C2/C(=O)N=C3SCCN32)cc1
18: COc1cc(OC)nc(Oc2ccccc2C(=O)Oc2ccc(Cl)cc2)n1
19: COc1cc(Cl)c(CNC[C@H]2O[C@@H](n3cnc4c(N)ncnc43)[C@H](O)[C@@H]2O)c(Cl)c1O
20: CCOc1ccc(N2C(=O)S/C(=C\c3cccn3C)C2=O)cc1
21: CC(=O)c1oc2ccccc2c1NC(=O)CCCN1C(=O)c2ccccc2C1=O
22: CC1(C)C2CC[C@]3(C)C(CC=C4[C@@H]5C[C@@](C)(CO)[C@@H]6C[C@@]5(CC[C@]43C)C(=O)O6)[C@@]2(C)CC[C@@H]1O (stereo not given in full)
23: COC(=O)Cn1c(=NC(=O)CSCC(=O)Nc2cc(C)on2)sc2ccccc21
24: COc1ccc(NC2CCCN(C(=O)c3cccc(N(C)C)c3)C2)cc1 (stereo not given)
entry no.,17,18,19,20,21,22,23,24
TrxR1 substrate,-0.5%,2.2%,-7.9%,-4.8%,3.2%[57.1 µM],8.4%[57.1 µM],1.3%[57.1 µM],-7.2%
TRHR agonist,-0.2,0.0,·,0.0,-0.6,·,-0.5,0.9
rTrxR1 inhibitor,-9.2%,35.4%,-15.2%,0.7%,-0.1%[57.1 µM],9.6%[57.1 µM],12.7%[57.1 µM],7.2%
D2 antagonist,-2.7,4.4,·,-4.6,8.1,·,-6.3,-14.8
Pin1 inhibitor,-4.0%,?,0.8%,?,2.3%,-2.4%,-2.2%,-4.9%
D2 agonist,0.3,0.5,·,0.4,-0.2,·,0.4,0.6
mIDH1 inhibitor,4.2%,10.2%,-12.0%,0.2%,4.8%,-1.9%,-0.9%,20.5%
TRHR enhancer,6.3,0.7,·,-4.9,-0.8,·,1.1,-6.8
USP1 inh,-21.4%,-22.5%,-6.3%,-12.1%,-1.6%,6.5%,-14.5%,-10.9%

25: COc1ccc(CCNC(=O)C2CCCN(S(=O)(=O)N3CC(C)CC(C)C3)C2)cc1OC (stereo not given)
26: CCc1ccc(S(=O)(=O)NCc2cccnc2)cc1
27: CCOC(=O)c1cnc2ccc(Br)cc2c1NCCO
28: Cc1ccc(C(=O)Nn2cnnc2)cc1Cl
29: Cc1ccc(-n2ncc3c(=O)n(CC(=O)N4CCN(c5ccccc5)CC4)cnc32)cc1
30: COc1ccccc1OCC(=O)NCc1nc(-c2ccccc2)no1
31: CCC(=O)NC(Nc1nc2ccc(C)cc2s1)(C(=O)OC)C(F)(F)F (stereo not given)
32: Cc1ccc([N+](=O)[O-])cc1N=C(c1cccc([N+](=O)[O-])c1)N1CCOCC1
33: COc1ccc(CNC(=S)Nc2cccc(C)c2)cc1
34: O=C(Nc1cccc(Cl)c1)c1nc[nH]c1C(=O)N1CCc2ccccc2C1
35: COC(=O)C1=C(C)NC(C)=C(C(=O)OCCN(C)Cc2ccccc2)C1c1cccc([N+](=O)[O-])c1 (stereo not given)
entry no.,25,26,27,28,29,30,31,32,33,34,35
TrxR1 substrate,-6.9%,6.7%,10.7%,0.0%,8.7%[57.1 µM],-6.7%,3.3%[57.1 µM],4.0%,5.6%[57.1 µM],10.0%,-9.9%[57.1 µM]
TRHR agonist,-0.1,-0.5,-0.5,1.5,-0.1,-1.4,-1.1,·,-0.5,-0.1,-0.6
rTrxR1 inhibitor,13.1%,30.9%,24.7%,21.7%,8.8%[57.1 µM],4.3%,9.9%[2.29 µM],48.8%[57.1 µM],-10.3%,12.7%,-14.2%[57.1 µM]
D2 antagonist,1.2,11.8,2.4,10.9,-12.8,-9.6,-4.5,·,-0.8,56.4*,-25.6
Pin1 inhibitor,0.3%,1.3%,1.5%,-8.8%,18.3%,2.0%,1.9%,-11.0%,4.8%,3.5%,?
D2 agonist,-0.1,-0.6,0.0,1.1,0.4,0.1,0.2,·,0.4,-0.8,2.5
mIDH1 inhibitor,2.7%,5.6%,3.3%,9.3%,4.8%,0.0%,11.2%,4.5%,5.1%,-9.3%,-0.4%
TRHR enhancer,-8.5,-1.4,1.8,0.3,7.4,4.7,2.7,·,0.6,-6.8,-1.0
USP1 inh,-14.3%,-8.4%,3.5%,-25.2%,-6.9%,-7.4%,-18.6%,-15.4%,-6.3%,-20.6%,10.1%
